Screens from PubChem BioAssay.
mHTT-CaM PPI inh = inhibitors of human mutant huntingtin-calmodulin interaction | P42858 | AlphaScreen His-mHTT/GST-CaM binding, luminescence | inhibition, % at 15 µM | 190,000 tested, 3.6% active | AID 1671202;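 further: 0% = both proteins with DMSO and 100% = one protein alone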
Pf apPOL block = Pf-apPOL DNA polymerase inhibition. Recombinant Pf-apPOL, molecular beacon fluorescence, 1.5 h. inhibition, % at 10 µM. 210,000 tested, 0.25% active. AID 1794808
The depositor's hits bear a star; & = joins results of further samples. No stated cut-off is given here; in the data, active means inhibition above about 50%; inactive means the rest.

For O=C(CN1C(=O)C2CCCN2C(=O)c2cc(F)ccc21)NCCCN1CCCCC1 (stereo not drawn) the results were mHTT-CaM PPI inh -3 and Pf apPOL block -6.
For O=S1(=O)CC(N2CCN(CC3CC3)CC2)CN1Cc1ccccc1 (stereo not drawn) the results were mHTT-CaM PPI inh -6 and Pf apPOL block 1.
Screening O=C(Cc1ccccc1Cl)N1CCN(c2cc(-c3cccnc3)[nH]n2)CC1 returned mHTT-CaM PPI inh 2 and Pf apPOL block -2.
Screening CCCC1CCC2(CCCN2CCOC(=O)Nc2ccccc2)CC1 (stereo not drawn) returned mHTT-CaM PPI inh 3 and Pf apPOL block -2.
C=C(C)CNC(=O)c1sc2cccc(C)c2c1Cl was read as mHTT-CaM PPI inh -14 and Pf apPOL block 0.
Screening COc1ccc(CN2CCOCC2)c(C)c1C returned mHTT-CaM PPI inh -7 and Pf apPOL block -6.
`CC(N)=Nc1sc2c(c1C#N)CCCC2` gave mHTT-CaM PPI inh -4 and Pf apPOL block -4.
`Cc1cc2c(cc1[N+](=O)[O-])-c1ncccc1C2=Nc1ccccc1` gave mHTT-CaM PPI inh 8 and Pf apPOL block 0.
CC(C)c1ccc(C(=O)NC2CC2)cc1 was read as mHTT-CaM PPI inh 3 and Pf apPOL block -7.
OCC[n+]1c(-c2ccc(Br)cc2)csc1Nc1ccccc1 was read as mHTT-CaM PPI inh 88* and Pf apPOL block -12.
`Cn1nc(C(=O)N2CCC3(CC2)NC(=O)N(Cc2ccc(F)cc2)C3=O)c2ccccc21` gave mHTT-CaM PPI inh 32 and Pf apPOL block -8.
`COc1cc(OC)c(NC(=O)Cc2ccccc2[N+](=O)[O-])cc1Cl` gave mHTT-CaM PPI inh 9 and Pf apPOL block -2.
Fc1ccc(CNc2ccc(-c3nc(-c4ccccc4)no3)cn2)cc1 was read as mHTT-CaM PPI inh -2 and Pf apPOL block 3.
For O=S(=O)(c1ccccc1)N1CCC(c2noc(-c3ccc(Cl)cc3)n2)CC1 the results were mHTT-CaM PPI inh 5 and Pf apPOL block -4.
Screening O=C1CC(NCCC2=CCCCC2)C(=O)N1c1ccccc1 (stereo not drawn) returned mHTT-CaM PPI inh 1 and Pf apPOL block -3.
For CC(C)(C)NC(=O)C1CC(=O)N(Cc2cccc(Br)c2)C1 (stereo not drawn) the results were mHTT-CaM PPI inh -3 and Pf apPOL block 0.
Screening Cc1cc(=O)[nH]c(SCC(=O)c2ccccc2)n1 returned mHTT-CaM PPI inh 5 and Pf apPOL block -63.
Screening CCCC1(C)N=C(c2ccc(OCC)cc2)CC(c2ccccc2O)N1 (stereo not drawn) returned mHTT-CaM PPI inh 17 and Pf apPOL block -3.
For Cc1c(Cl)c([N+](=O)[O-])nn1CCCC(=O)Nc1ccc([N+](=O)[O-])cc1Cl the results were mHTT-CaM PPI inh 5 and Pf apPOL block 1.
Screening COc1ccccc1NC(=O)C(=O)NCCc1ccc(F)cc1 returned mHTT-CaM PPI inh -7 and Pf apPOL block -3.
O=C(Nc1ccccc1Cl)N1CC2CCCN2c2ccccc21 (stereo not drawn) was read as mHTT-CaM PPI inh 81* and Pf apPOL block -2.
O=[N+]([O-])c1cc(-c2ncnn2-c2ccc(Br)cc2)ccc1Cl was read as mHTT-CaM PPI inh 1 and Pf apPOL block -1.
`COc1cccc(C(=O)N(C)c2ccc(Oc3ccc(C)nn3)cc2)c1OC` gave mHTT-CaM PPI inh -17 and Pf apPOL block -9.
`Cc1ccc2nc(NC(=O)CCNS(=O)(=O)c3ccc(Br)s3)sc2c1` gave mHTT-CaM PPI inh 9 and Pf apPOL block -8.
For CC1(C)CC(=O)C(C2(O)C(=O)N(Cc3ccccc3)c3ccccc32)CO1 (stereo not drawn) the results were mHTT-CaM PPI inh 1 and Pf apPOL block -6.
For COc1ccc(C(=O)Nc2ccccc2C(=O)O)cc1[N+](=O)[O-] the results were mHTT-CaM PPI inh -3 and Pf apPOL block 5.
COc1ccc(-c2nc(S(=O)(=O)c3ccc(C)cc3)c(N3CCCCC3)o2)cc1 was read as mHTT-CaM PPI inh -2 and Pf apPOL block 5.
Screening CN(CC(=O)N1CCCCCC1)Cc1cc[nH]c(=O)c1 returned mHTT-CaM PPI inh 2 and Pf apPOL block 2.
Cc1cccc(C)c1NC(=O)CN1CCC2(CC1)N=C(c1ccccc1)C(=O)N2 was read as mHTT-CaM PPI inh 23 and Pf apPOL block 2.
Screening CCn1ccc2sc(C)c(C(=O)NC(C)c3ccc(C)cc3C)c2c1=O (stereo not drawn) returned mHTT-CaM PPI inh 8 and Pf apPOL block -1.
Screening CC(=O)N1c2ccccc2N(Cc2ccc([N+](=O)[O-])cc2)C(=O)C1(C)C returned mHTT-CaM PPI inh 1 and Pf apPOL block -2.
O=C(Cn1cnc2sc3c(c2c1=O)CCCC3)NCc1ccccn1 was read as mHTT-CaM PPI inh 4 and Pf apPOL block -2.
`Cc1ccc(-c2cc(C(=O)NC(C)C)ccn2)s1` gave mHTT-CaM PPI inh -8 and Pf apPOL block 24.
For CC(C)c1ccc(C(=O)NCc2ccncc2)cc1 the results were mHTT-CaM PPI inh 2 and Pf apPOL block -2.
`COc1ccc(C2=N/C(=C/c3ccc(OC)c(OC)c3OC)C(=O)O2)cc1OC` gave mHTT-CaM PPI inh 5 and Pf apPOL block -6.
`Cc1ccccc1-c1nc2cc(NC(=O)c3ccccc3[N+](=O)[O-])ccc2o1` gave mHTT-CaM PPI inh 11 and Pf apPOL block -5.
Screening Cc1cc(Cl)ccc1OCC(N)=O returned mHTT-CaM PPI inh -2 and Pf apPOL block -12.
Screening COc1ccc(C2c3sc(=O)[nH]c3SC3C(=O)N(c4ccc(C)cc4)C(=O)C32)cc1 (stereo not drawn) returned mHTT-CaM PPI inh 32 and Pf apPOL block -10.
Screening COc1ccc(OC)c(/C=C2\NC(=O)N(Cc3ccccc3F)C2=O)c1 returned mHTT-CaM PPI inh -16 and Pf apPOL block 0.
COc1ccccc1C(NC(=O)C(C)C)c1cc(Cl)c2cccnc2c1O (stereo not drawn) was read as mHTT-CaM PPI inh 48 and Pf apPOL block -8.
CNc1oc(-c2ccccc2)nc1S(=O)(=O)c1ccccc1 was read as mHTT-CaM PPI inh 1&3 and Pf apPOL block -2&-10.
`CC1=Nc2ccccc2N=C(C)C1` gave mHTT-CaM PPI inh 9 and Pf apPOL block -9.
`O=[N+]([O-])c1cc2c(cc1CN1CCN(c3ccccc3)CC1)OCO2` gave mHTT-CaM PPI inh 15 and Pf apPOL block -1.
Screening COc1cc(I)c(OC)cc1I returned Pf apPOL block -2.
COc1ccccc1C(=O)N1CCc2c(c(-c3nc(-c4ccccc4F)no3)nn2C)C1 was read as mHTT-CaM PPI inh 41 and Pf apPOL block -2.
For COc1ccc(C2CC(C(F)(F)F)n3ncc(C(=O)NCc4ccccc4)c3N2)cc1 (stereo not drawn) the results were mHTT-CaM PPI inh 8 and Pf apPOL block -6.
Screening COc1ccc(C2C(C(=O)Nc3ccc(C)cn3)=C(C)NC3=C2C(=O)CC(C)(C)C3)cc1 (stereo not drawn) returned mHTT-CaM PPI inh 14 and Pf apPOL block -5.
For CCOc1cccc(N2C(=O)CC(N3CCC(C(N)=O)CC3)C2=O)c1 (stereo not drawn) the results were mHTT-CaM PPI inh 2 and Pf apPOL block 0.
`Cc1ccccc1/C=C1\N=C(c2cc(F)c(F)cc2Cl)OC1=O` gave mHTT-CaM PPI inh 2 and Pf apPOL block -1.
c1ccc(-n2nnnc2SCc2ccc3c(c2)OCO3)cc1 was read as mHTT-CaM PPI inh -33 and Pf apPOL block -7.
Screening CCN1C(=O)CCC2(CN(C)C(=O)c3cnccn3)CCCC12 (stereo not drawn) returned mHTT-CaM PPI inh -7 and Pf apPOL block 2.
Screening O=C(CSc1nnc(-c2ccco2)o1)Nc1cccc([N+](=O)[O-])c1 returned mHTT-CaM PPI inh -6 and Pf apPOL block -3.
CC(=O)Nc1ccc2oc(-c3ccncc3)nc2c1 was read as mHTT-CaM PPI inh 0 and Pf apPOL block -4.
For Cc1ccc(NC(=O)Nc2ccc3c(c2)CCN3S(C)(=O)=O)c(C)c1 the results were mHTT-CaM PPI inh 5 and Pf apPOL block 1.
Screening CNC(=O)Cc1csc(NC(=O)Cc2csc(Nc3ccccc3)n2)n1 returned mHTT-CaM PPI inh 2 and Pf apPOL block -10.
For Cc1cccc(N2CCN(C(=O)C3c4ccccc4CCN3C(=O)C3CC3)CC2)c1C (stereo not drawn) the results were mHTT-CaM PPI inh 16 and Pf apPOL block -2.
`O=C(CSc1nnc(SCC(=O)NC2Cc3ccccc3C2)s1)NC1Cc2ccccc2C1` gave Pf apPOL block -14.
Screening O=C(c1cccc(Br)c1)N1CCC(n2c(-c3ccco3)nc3cccnc32)C1 (stereo not drawn) returned mHTT-CaM PPI inh 87* and Pf apPOL block -4.
`COC(=O)c1ccccc1NS(C)(=O)=O` gave mHTT-CaM PPI inh 1 and Pf apPOL block 2&4.
For Cn1ncc2ccccc2c1=O the results were Pf apPOL block 1.

Sorted by count of non-hydrogen atoms (rising): part of the list above
Screening COc1cc(I)c(OC)cc1I returned Pf apPOL block -2.
`CC1=Nc2ccccc2N=C(C)C1` gave mHTT-CaM PPI inh 9 and Pf apPOL block -9.
Screening COc1ccc(CN2CCOCC2)c(C)c1C returned mHTT-CaM PPI inh -7 and Pf apPOL block -6.
C=C(C)CNC(=O)c1sc2cccc(C)c2c1Cl was read as mHTT-CaM PPI inh -14 and Pf apPOL block 0.
CC(=O)Nc1ccc2oc(-c3ccncc3)nc2c1 was read as mHTT-CaM PPI inh 0 and Pf apPOL block -4.
Screening CN(CC(=O)N1CCCCCC1)Cc1cc[nH]c(=O)c1 returned mHTT-CaM PPI inh 2 and Pf apPOL block 2.
CNc1oc(-c2ccccc2)nc1S(=O)(=O)c1ccccc1 was read as mHTT-CaM PPI inh 1&3 and Pf apPOL block -2&-10.
Screening CCN1C(=O)CCC2(CN(C)C(=O)c3cnccn3)CCCC12 (stereo not drawn) returned mHTT-CaM PPI inh -7 and Pf apPOL block 2.
`Cc1cc2c(cc1[N+](=O)[O-])-c1ncccc1C2=Nc1ccccc1` gave mHTT-CaM PPI inh 8 and Pf apPOL block 0.
Screening CCCC1CCC2(CCCN2CCOC(=O)Nc2ccccc2)CC1 (stereo not drawn) returned mHTT-CaM PPI inh 3 and Pf apPOL block -2.
Screening CCCC1(C)N=C(c2ccc(OCC)cc2)CC(c2ccccc2O)N1 (stereo not drawn) returned mHTT-CaM PPI inh 17 and Pf apPOL block -3.
For CC1(C)CC(=O)C(C2(O)C(=O)N(Cc3ccccc3)c3ccccc32)CO1 (stereo not drawn) the results were mHTT-CaM PPI inh 1 and Pf apPOL block -6.
`Cc1ccccc1-c1nc2cc(NC(=O)c3ccccc3[N+](=O)[O-])ccc2o1` gave mHTT-CaM PPI inh 11 and Pf apPOL block -5.
`COc1ccc(C2=N/C(=C/c3ccc(OC)c(OC)c3OC)C(=O)O2)cc1OC` gave mHTT-CaM PPI inh 5 and Pf apPOL block -6.
Screening COc1ccc(C2c3sc(=O)[nH]c3SC3C(=O)N(c4ccc(C)cc4)C(=O)C32)cc1 (stereo not drawn) returned mHTT-CaM PPI inh 32 and Pf apPOL block -10.
For COc1ccc(C2CC(C(F)(F)F)n3ncc(C(=O)NCc4ccccc4)c3N2)cc1 (stereo not drawn) the results were mHTT-CaM PPI inh 8 and Pf apPOL block -6.

Next section:
Cc1ccc(NC(=O)N2CCOc3ccccc32)cc1 was read as mHTT-CaM PPI inh -5 and Pf apPOL block -6.
COc1ccc(NS(=O)(=O)c2ccc3nc(-c4ccccc4)[nH]c3c2)cc1OC was read as mHTT-CaM PPI inh 24 and Pf apPOL block -5.
`COc1ccc(C(=O)N2CCC(N3CCCCCC3)CC2)cc1` gave mHTT-CaM PPI inh -2 and Pf apPOL block -4.
`C#CCN1C(=O)S/C(=C/c2ccc(N3CCCCC3)o2)C1=O` gave mHTT-CaM PPI inh 47 and Pf apPOL block -1.
Screening CC(=O)OCC(OC(C)=O)C(OC(C)=O)C(OC(C)=O)C(C#N)OC(C)=O (stereo not drawn) returned Pf apPOL block 23.
Screening COc1cccc(/C=c2\sc3n(c2=O)CN(c2cc(OC)c(OC)c(OC)c2)CN=3)c1 returned mHTT-CaM PPI inh 41 and Pf apPOL block -8.
For CCOC(=O)c1c[nH]c2cc(Cl)cc(Cl)c2c1=O the results were Pf apPOL block -30.
`CCOc1nccnc1N1CCC(NC(=O)NCc2ccccc2)C1` (stereo not drawn) gave mHTT-CaM PPI inh 0 and Pf apPOL block -4.
NC(=S)NN=C1Cc2ccccc2C1 was read as Pf apPOL block -7.
For Cc1ccc(-c2nc3ncccc3o2)cc1NC(=O)c1ccccc1Br the results were mHTT-CaM PPI inh 23 and Pf apPOL block -6.
For O=C(c1ccncc1)N1CC(C(=O)N2CCCCC2)C2(CCCCC2)C1 (stereo not drawn) the results were mHTT-CaM PPI inh -3 and Pf apPOL block 0.
Screening Cn1nc(NC(=O)Cc2ccccc2Cl)c2c1NC(=O)CC2c1cccs1 (stereo not drawn) returned mHTT-CaM PPI inh -13 and Pf apPOL block -6.
Screening CCOc1ccccc1NC(=O)CC1Sc2ccc(C(F)(F)F)cc2NC1=O (stereo not drawn) returned mHTT-CaM PPI inh -4 and Pf apPOL block -4.
Screening CC(C)CCNC(=O)c1c[nH]n2c(=O)cc(CSc3ccc(Cl)cc3)nc12 returned mHTT-CaM PPI inh 47 and Pf apPOL block -12.
`COc1ccc(NC(=O)c2ccno2)cc1N1CCCCC1=O` gave mHTT-CaM PPI inh -14 and Pf apPOL block -3.
Screening COC(=O)c1cccc(NC(=O)N2CC3CC2CC3NC(=O)c2ccccc2)c1 (stereo not drawn) returned mHTT-CaM PPI inh 3 and Pf apPOL block -2.
`O=C(c1cc(C2CC2)on1)N1CCCC1c1ccccc1Cl` (stereo not drawn) gave mHTT-CaM PPI inh -11 and Pf apPOL block -1.
`COc1ccc(Nc2cc(C)nc3ncnn23)cc1` gave mHTT-CaM PPI inh 4&1 and Pf apPOL block 0&-6.
Screening CN(C)C(=O)c1cnn2c3c(cnc12)CCCCCC3 returned mHTT-CaM PPI inh -1 and Pf apPOL block 3.
For Cc1ccc(C(=NOC(=O)c2ccc([N+](=O)[O-])cc2)C(C)C)cc1 the results were Pf apPOL block 2.
